HP1b chromo inh – blocks HP1-beta chromodomain binding to methylated histone tails; AlphaScreen HP1-beta / biotin-H3K9me3 peptide binding; Potency, µM (titrated, usually from 114 µM), inactives show at the highest dose activity change, negative = inhibition, hits mostly inhibitors; hit rate 0.56% among 390,000; AID 540317; further: potency means the concentration at half of the fitted maximal effect; nearly all actives have a fitted effect of over 70% in size; inactives centre near 23
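Compound inhibition of the preformed complex between 50 nM HP1-beta and 50 nM biotinylated H3K9me3 peptide was read by AlphaScreen. Buffer was PBS pH 7.4 with 0.01% Tween-20. Incubations ran 30 min at room temperature, with 10 ug/mL donor/acceptor beads.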
BAZ2B inh – blocks human BAZ2B; AlphaScreen BAZ2B-H3K14Ac peptide displacement; AID 504333; Q9UIF8; hit rate 4.4% among 360,000; Potency, µM (highest dose often 114 µM), for the others: top-dose activity change, negative = inhibition, usual class: inhibitors; further: potency means the concentration at half of the fitted maximal effect; on the % scale 0 is the no-effect control and ±100 the full control effect; nearly all actives have a fitted effect of over 60% in size
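BAZ2B 50 nM plus b-H3(5-23)K14Ac 50 nM, PBS pH 7.4/0.01% Tween-20, 30 min RT; compound added (max 110 uM), 30 min RT; streptavidin donor/Ni-chelate acceptor beads 10 ug/mL final, 20 min dark; AlphaScreen read.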
PGK inhibitor – T. brucei PGK inhibition; P07378; AID 602233; hit rate 0.043% among 380,000; PGK/GAPDH coupled, Kinase-Glo luminescence, 60 min; Potency, µM (series often up to 57.5 µM), for the others: at the top dose activity change, negative = inhibition, actives largely listed as inhibitors; further: potency means the concentration at half of the fitted maximal effect; on the % scale 0 is the no-effect control and ±100 the full control effect; nearly all actives have a fitted effect of over 60% in size
Target sequence (P07378 whole entry, looked up): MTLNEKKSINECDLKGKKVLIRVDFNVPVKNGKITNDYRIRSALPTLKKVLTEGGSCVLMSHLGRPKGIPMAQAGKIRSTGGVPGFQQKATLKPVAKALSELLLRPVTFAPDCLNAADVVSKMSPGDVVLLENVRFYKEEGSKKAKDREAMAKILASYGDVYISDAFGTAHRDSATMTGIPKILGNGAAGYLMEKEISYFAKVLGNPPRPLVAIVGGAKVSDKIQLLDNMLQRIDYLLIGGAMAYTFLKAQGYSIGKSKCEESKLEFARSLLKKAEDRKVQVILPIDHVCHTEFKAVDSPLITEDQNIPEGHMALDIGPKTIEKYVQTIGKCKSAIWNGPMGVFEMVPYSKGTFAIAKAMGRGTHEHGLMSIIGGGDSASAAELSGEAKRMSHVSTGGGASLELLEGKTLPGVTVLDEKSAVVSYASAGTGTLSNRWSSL
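Recombinant glycosomal PGK reaction used 1,3-bisphosphoglycerate generated in-well by GAPDH (100nM final) in 100mM TEA pH 7.6, 5mM MgCl2, 0.01% Tween-20. After 60 minutes at room temperature, ATP was read by Kinase-Glo Plus luminescence end-point.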
GLS inh – inhibitors of human glutaminase (GLS); O94925; Potency, µM (doses to about 45.5 µM), for inactives: at the top dose activity change, negative = inhibition, hits mostly inhibitors; GLS enzymatic activity, qHTS titration; AID 624170; hit rate 0.21% among 410,000; further: potency means the concentration at half of the fitted maximal effect; on the % scale 0 is the no-effect control and ±100 the full control effect
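Assay buffer: 45 mM KH2PO4 pH 8.2, 0.02% Tween-20. hKGA acts on L-glutamine (1 mM solution added); product glutamate is reported by an oxidase/peroxidase Amplex Red coupling, with fluorescence taken at baseline and 30 min.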
G9a block – inhibitors of human histone lysine methyltransferase G9a; Q96KQ7; G9a H3K9 monomethylation, AlphaScreen, 2 h; Potency, µM (series often up to 102 µM), inactives show top-dose activity, negative = inhibition, most hits filed as inhibitors; hit rate 8.8% among 350,000; AID 504332; further: potency means the concentration at half of the fitted maximal effect; on the % scale 0 is the no-effect control and ±100 the full control effect; nearly all actives have a fitted effect of over 75% in size
Target sequence (Q96KQ7 913-1193 limits assumed): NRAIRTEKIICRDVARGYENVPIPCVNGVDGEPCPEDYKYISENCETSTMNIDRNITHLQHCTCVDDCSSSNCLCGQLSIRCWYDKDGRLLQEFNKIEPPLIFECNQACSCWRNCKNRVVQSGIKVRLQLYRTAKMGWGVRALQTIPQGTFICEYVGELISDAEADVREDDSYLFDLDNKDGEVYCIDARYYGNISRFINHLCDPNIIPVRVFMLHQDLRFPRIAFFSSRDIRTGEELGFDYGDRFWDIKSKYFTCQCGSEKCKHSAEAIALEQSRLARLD
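Chemiluminescent proximity detection of H3K9 monomethylation, read after 10 min bead incubation in the dark. Reaction: 20 nM G9a, 500 nM biotin-H3K9 peptide, 20 uM SAM cofactor, 2 h, room temperature, following 15 min enzyme-compound preincubation.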
Pin1 inhibitor – human Pin1 inhibition. Potency, µM (series often up to 115 µM), without a hit: at the top dose activity, negative = inhibition, hits mostly inhibitors. hit rate 0.009% among 390,000. Pin1 FP peptide displacement, HiFluor488, 10 min. Q13526; active means well fitted inhibition curve with a large enough effect in the polarisation, with a control signal flat, not every such curve was filed as active; inconclusive means small, poorly fitted or top-dose-only effect, or effect the other way, or a change in a side signal; inactive means no such curve, though single readings can be large or run the other way; the % refers to the polarisation; further: potency means the concentration at half of the fitted maximal effect; on the % scale 0 is the no-effect control and ±100 the full control effect
Target sequence (Q13526 whole entry, looked up): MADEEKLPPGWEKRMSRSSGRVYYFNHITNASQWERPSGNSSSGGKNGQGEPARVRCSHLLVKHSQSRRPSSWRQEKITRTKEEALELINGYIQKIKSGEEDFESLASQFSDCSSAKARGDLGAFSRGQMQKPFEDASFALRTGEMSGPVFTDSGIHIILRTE
JMJD2A Tudor inh – inhibitors of human JMJD2A Tudor domain; hit rate 4.4% among 390,000; AlphaScreen JMJD2A-Tudor / H3K4me3 peptide binding; Potency, µM (titrated, usually from 114 µM), without a hit: top-dose activity change, negative = inhibition, actives largely listed as inhibitors; O75164; AID 504339; further: potency means the concentration at half of the fitted maximal effect; on the % scale 0 is the no-effect control and ±100 the full control effect; nearly all actives have a fitted effect of over 50% in size
PI4K2A block – blocks human PI4K2A kinase activity. AID 1346378. activity change, negative = inhibition, % at 76.9 µM. Q9BTU6. hit rate 0.13% among 420,000. purified PI4K2A, ADP-Glo luminescence, 1 h; active compounds read low; in the data active means activity change below about -50%; inconclusive means mostly about -30% to -49%;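 further: -100% = wells without enzyme as full effect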
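PI4K2A activity was measured by ADP-Glo luminescence: enzyme (4 ug/mL stock) and phosphatidylinositol (1.2 mM stock) in Tris pH 7.5/MgCl2/EGTA/Triton X-100 buffer were reacted with ATP (300 microM stock) for one hour at ambient temperature.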
Pol eta inh – blocks human DNA polymerase eta activity. Q9Y253. hit rate 1.2% among 390,000. recombinant Pol eta, fluorescent DNA replication assay. Potency, µM (doses to about 114 µM), for the others: top-dose activity change, negative = inhibition, most hits filed as inhibitors; further: potency means the concentration at half of the fitted maximal effect; on the % scale 0 is the no-effect control and ±100 the full control effect
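Fluorescent replication assay: 50 nM final substrate added after a 15 min room-temperature compound preincubation with 10 nM enzyme. Signal taken at 0 min and again at 10 min.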
* = called active by the depositor; i = inactive; ? = inconclusive; . = no result given; & = joins results of further samples; [ ] = dose if it differs, or a comment. Unless noted, the call rests on the fitted dose curve; in most records, active means well fitted curve in the direction sought with a large enough effect; inconclusive means small, poorly fitted or top-dose-only effect, or another doubt; inactive means no such curve, though single readings can be large; an effect the other way counts as inactive or inconclusive.

SMILES	HP1b chromo inh	BAZ2B inh	PGK inhibitor	GLS inh	G9a block	Pin1 inhibitor	JMJD2A Tudor inh	PI4K2A block	Pol eta inh
C=CCNC(=S)NNC(=O)C(CCCC)CC(C)O (stereo not given)	54%[activator]	-5%	-3%	22%	2%[59 µM]	-1%	-7%	-2	-10%
CC(c1ccc(F)cc1)n1cc(S(=O)(=O)N2CCCC2)ccc1=O (stereo not given)	32%	-4%	-4%	2%	-1%[59 µM]	-1%	0%	-1	-7%
Cc1ccc(NC(=O)CN2C(=O)C(c3ccc(F)cc3)=NC2(C)C)c(C)c1	51%	-4%	.	4%	12%[59 µM]	-6%	1%	0	.
O=c1c2c3nc4ccccc4nc3n(/N=C/c3ccncc3)c2ncn1-c1ccccc1	29%	-1%	1%	17%	3%	-3%	-16%	5	-3%
CCOc1ccc(-n2nc3c(Cl)nnc(C)c3c2C)cc1	26%	-15%	i	0%	6%[59 µM]	17%	-7%	5	3%
CCOC(=O)N1CCC(N(CCOC)C(=O)Nc2ccc(C)c(C)c2)CC1	15%	3%	-4%	12%	15%[59 µM]	-2%	-21%	8	-4%
CCOC(=O)C1CCCN(C(=O)/C=C/c2ccc(Cl)cc2)C1 (stereo not given)	2%	-14%	i	6%	-37%	1%	-16%	-4	-17%
CCc1ccccc1Nc1cc(C(=O)NC2CCC(C)CC2)c2ccccc2n1 (stereo not given)	45%[activator]	.	i	1%	0%[59 µM]	-1%	-4%	3	-6%
c1ccc(CN2CCN(c3ncnc4c3cnn4-c3ccccc3)CC2)cc1	47%[activator]	3%	0%	-7%	-17%[59 µM]	-2%	-5%	1	4%
O=C(NCc1ccc(Cl)cc1)C1CCN(S(=O)(=O)N2CCOCC2)CC1	46%[activator]	-13%	7%	-13%	2%	-1%	-8%	1	-23%
O=C(CSc1nc2ccccc2c2nc3ccccc3n12)NCc1ccco1	26%	?	-10%	-3%	?	?	-13%[57.1 µM]	-53*	?
C[C@H]1CN([C@@H](C)CO)C(=O)c2cc(Br)cnc2O[C@@H]1CN(C)S(=O)(=O)c1cn(C)cn1	.	.	2%	-5%	.	.	.	-3	-17%
COc1ccccc1NC(=O)Cn1c(CCC(=O)O)ccc1-c1ccccc1	7%	?	i	1%	-12%	8%	-11%	0	-6%
CC(Oc1ccccc1)C(=O)NNC(=O)c1ccccn1 (stereo not given)	47%	-13%	-9%	2%	44%	-2%	-25%	-2	-16%
CC(C)CC(=O)Nc1c2c(nn1-c1ccc(F)cc1)CSC2	25%	-19%	-12%	3%	-4%	-10%	-18%	-7	-11%

Copied from the list.
`C[C@H]1CN([C@@H](C)CO)C(=O)c2cc(Br)cnc2O[C@@H]1CN(C)S(=O)(=O)c1cn(C)cn1` – Pol eta inh: -17%
`COc1ccccc1NC(=O)Cn1c(CCC(=O)O)ccc1-c1ccccc1` – HP1b chromo inh: 7%
`CC(C)CC(=O)Nc1c2c(nn1-c1ccc(F)cc1)CSC2` – GLS inh: 3%
`CC(Oc1ccccc1)C(=O)NNC(=O)c1ccccn1` (stereo not given) – JMJD2A Tudor inh: -25%
`CCOc1ccc(-n2nc3c(Cl)nnc(C)c3c2C)cc1` – JMJD2A Tudor inh: -7%
`CCOC(=O)N1CCC(N(CCOC)C(=O)Nc2ccc(C)c(C)c2)CC1` – HP1b chromo inh: 15%
`CCc1ccccc1Nc1cc(C(=O)NC2CCC(C)CC2)c2ccccc2n1` (stereo not given) – JMJD2A Tudor inh: -4%

The listing continues:
SMILES	HP1b chromo inh	BAZ2B inh	PGK inhibitor	GLS inh	G9a block	Pin1 inhibitor	JMJD2A Tudor inh	PI4K2A block	Pol eta inh
COc1ccc(C(=O)CSc2nnc(C(CO)NC(=O)c3ccc(OC)cc3)n2C)cc1 (stereo not given)	28%	4%	-4%	-7%	2%[12.7 µM]	-3%	4%	-1	-12%
O=c1cnnc(Nc2ccc(Cl)c(C(F)(F)F)c2)[nH]1	9%	7%	7%	10%	-22%	-4%	-8%	0	-2%
C/C(=N\NC(=O)c1cccnc1)c1ccc(-n2ccnc2)cc1	19%	-27%	7%	9%	29%	-19%	?	-1	-8%
Cc1ccc(C(=O)Nc2cccc([N+](=O)[O-])c2)cc1S(=O)(=O)Nc1cccc(C(=O)O)c1	-18%	-29%	0%	5%	?	6%	-25%[11.4 µM]	-4	-6%
Cc1ccc(CSc2ccc3nnc(-c4cccnc4)n3n2)cc1	42%[activator]	-10%	i	-3%	15%[59 µM]	2%	-9%	2	-11%
COc1cc(S(=O)(=O)Nc2ccc(Br)cc2)ccc1N	17%	-3%	7%	5%	-32%	-2%	-14%	3	-8%
COP(=O)(OC)C(Nc1ccc([N+](=O)[O-])cc1)c1ccccc1 (stereo not given)	3%	-5%	6%	6%	.	4%	-11%	1	1%
COc1ccc(C)c2sc(N3CCN(C(=O)c4cccc(F)c4)CC3)nc12	42%[activator]	-2%	-5%	1%	-7%[59 µM]	0%	-18%	-5	-10%
Cc1cccc(NC(=O)c2ccc(OCc3c(C)noc3C)cc2)c1	24%	11%	-10%	2%	5%[2.33 µM]	-8%	-6%	-7	-8%
CCOC(=O)c1cnc2c(C)cccc2c1NCc1ccco1	51%[activator]	23%	.	9%	-50%	?	34%	-1	-6%
Cc1cccc(NC(=O)CSc2nc(C)c(Cc3ccccc3)c(=O)[nH]2)c1C	59%[activator]	12%&0%	.	-8%	-35%	-8%	-1%	1	.
Cc1cccc(N2CCN(C(=O)Cn3nc(C)c4sc5ccccc5c4c3=O)CC2C)c1 (stereo not given)	60%[activator]	-20%	-3%	-2%	-12%[59 µM]	-4%	-24%	3	-11%
CC(NC(=O)c1ccc([N+](=O)[O-])o1)C12CC3CC(CC(C3)C1)C2 (stereo not given)	-16%	-11%	2%	-1%	-1%	-1%	-27%	-7	5%
CN(C)C(CNC(=O)Cc1ccc([N+](=O)[O-])cc1)c1ccccc1 (stereo not given)	10%	-22%	i	-9%	9%[59 µM]	4%	-18%	2	-16%
COC(C/C=C/[C@H](O)[C@@H](C)OCc1ccccc1)OC	29%	.	-5%	-4%	.	0%	-3%	2	-2%
O=C(CCN1C(=O)S/C(=C/c2ccccc2)C1=O)Nc1ccc(C(=O)O)c(O)c1	19%	?	-1%	13%	.	-1%	0%	-9	-12%
COC(=O)c1ccc(NC(=O)CN2CCOCC2)cc1	11%	21%	9%	-3%	8%[59 µM]	1%	-15%	0	-10%
O=C(Cn1c(=O)oc2ccccc21)NC(=O)NCc1ccco1	7%	-6%	0%	-8%	?	-7%	-28%[57.1 µM]	-5	?
CCOC(=O)C1CCN(C(=O)CS(=O)Cc2nc(-c3ccc(C)cc3)oc2C)CC1 (stereo not given)	18%	3%	-4%	3%	28µM*	0%	-14%	-6	-8%
CSc1nnc(CNC(=O)c2ccccc2)n1-c1ccc(F)cc1	32%	-1%	-5%	2%	-6%	-1%	-16%	3	-10%
CCOC(=O)c1n[nH]n2c1nc(=S)c1ccccc12	13%	-27%	-5%	1%	10µM*	2%	89µM*	-4	-8%
CCOc1ccccc1NC(=O)CN1C(=O)C(C)SC(C)C1=O (stereo not given)	5%	-12%	i	-1%	9%	-3%	-9%	3	-7%
COC(=O)c1sccc1NC(=O)Nc1ccc(OC)cc1	18%	-10%	?	-2%	.	-8%	-17%	-57*	-21%
Cc1cc(C)c(NC(=O)Cn2c(=O)n(CCC(=O)NCc3ccccc3Cl)c(=O)c3sccc32)c(C)c1	19%	0%	.	-5%	6%[59 µM]	12%	3%	1	.
CN(C)Cc1cnc2ccc(Cl)cn12	32%	1%	0%	-4%	4%[59 µM]	-3%	6%	0	-18%
Cc1noc(C)c1CSc1nnc(-c2ccccc2)n1N	?	-4%	-4%	-6%	3.2µM*	-2%	?	4	-9%
COc1ccccc1N1CCN(C(=O)Nc2cn(CC(C)C)c(=O)c3ccccc23)CC1	-3%	10%[57.1 µM]	-4%	1%	-6%[59 µM]	-4%	-17%	-4	-12%
Cc1cc2nc(-c3cc(N4CCOCC4)ccc3[N+](=O)[O-])ccn2n1	12%	-25%	-6%	-6%	-30%	4%	-14%	-2	-15%
CCCCn1c(=O)[nH]c(=O)c2c1nc(-c1ccc(OC)c(Br)c1)n2CC(C)C	2%	-22%	-2%	6%	?	0%	-27%	-7	-10%
Cc1ccc(S(=O)(=O)NCC(=O)OC2CCOC2=O)cc1 (stereo not given)	26%	6%	i	7%	?	-13%	-3%	4	-8%
CCOC(=O)c1ccc(NC(=O)CCC(CC)C(=O)O)cc1 (stereo not given)	18%	3%	3%	5%	-33%[12.7 µM]	0%	?	1	-3%

PI4K2A block, hit marks shown above
SMILES	HP1b chromo inh	BAZ2B inh	PGK inhibitor	GLS inh	G9a block	Pin1 inhibitor	JMJD2A Tudor inh	PI4K2A block	Pol eta inh
O=C(CSc1nc2ccccc2c2nc3ccccc3n12)NCc1ccco1	26%	?	-10%	-3%	?	?	-13%[57.1 µM]	-53*	?
COC(=O)c1sccc1NC(=O)Nc1ccc(OC)cc1	18%	-10%	?	-2%	.	-8%	-17%	-57*	-21%

Only part of the results is shown, so the mix of outcomes need not match the whole.
